USP2a block: USP2a (human) protease inhibition; O75604; USP2 core, Ub-CHOP2 coupled fluorogenic reporter, 485/531; Potency, µM (top dose mostly 38.3 µM), inactives show at the top dose activity change, negative = inhibition, hits mostly inhibitors; actives 0.01% (n = 330,000);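 note: potency is the fitted concentration of half-maximal effect; plate controls were DMSO wells for no effect and full inhibition by NEM control for full effect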
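Cell-free coupled assay: 10nM USP2 core preincubated 30min RT with compound in Tris-HCl pH 8.0/CaCl2/CHAPS buffer, then 25nM Ub-CHOP2 and 25nM reporter substrate; fluorescence (Ex 485/Em 531) read after 60min RT, normalized to NEM inhibition, concentration-response curves fitted.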
ASM inhibitor: human S-ASM enzyme inhibition; P17405; Potency, µM (doses to about 57.5 µM), for inactives: at the top dose activity change, negative = inhibition, most hits filed as inhibitors; placental ASM, HMU-PC fluorogenic substrate, 60 min; AID 504937; actives 0.006% (n = 340,000); note: potency is the fitted concentration of half-maximal effect
Target sequence (P17405 47-631 limits assumed): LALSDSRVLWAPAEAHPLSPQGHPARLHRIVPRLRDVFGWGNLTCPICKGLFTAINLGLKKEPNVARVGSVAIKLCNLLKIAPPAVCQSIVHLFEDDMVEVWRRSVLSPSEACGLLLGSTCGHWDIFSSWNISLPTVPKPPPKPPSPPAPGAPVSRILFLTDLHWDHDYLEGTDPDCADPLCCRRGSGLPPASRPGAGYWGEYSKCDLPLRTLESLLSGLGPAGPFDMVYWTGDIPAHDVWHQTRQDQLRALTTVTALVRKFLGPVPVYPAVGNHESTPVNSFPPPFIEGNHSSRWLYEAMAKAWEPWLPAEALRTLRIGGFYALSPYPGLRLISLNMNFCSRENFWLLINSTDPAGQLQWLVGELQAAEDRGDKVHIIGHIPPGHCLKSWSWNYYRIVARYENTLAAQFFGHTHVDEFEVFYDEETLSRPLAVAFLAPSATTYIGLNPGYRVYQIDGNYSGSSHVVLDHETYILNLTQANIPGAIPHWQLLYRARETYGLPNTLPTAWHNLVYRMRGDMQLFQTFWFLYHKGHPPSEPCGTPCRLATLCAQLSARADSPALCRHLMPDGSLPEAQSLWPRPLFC
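HMU-PC0 cleavage (9 uM final) by human placental ASM, 60 min at 37 °C following 10 min compound exposure at RT; stopped at pH 10, fluorescence Ex 386/Em 447 nm.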
Mito fusion yeast: inhibitors of mitochondrial division or activators of mitochondrial fusion | S. cerevisiae fusion-defective mutant growth rescue, CellTiterGlo 48 h | Potency, µM (titrated, usually from 46.1 µM), for inactives: at the top dose growth rescue (activation), hits mostly activators | actives 0.23% (n = 320,000);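 note: potency is the fitted concentration of half-maximal effect; % of control where 0% means no effect; nearly all actives have a fitted effect of over 45% in size; temperature-sensitive fusion mutants such as fzo1-1 at 37 °C on non-fermentable ethanol glycerol medium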
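Growth-rescue viability read-out: after 48 h at the non-permissive 37C in glycerol/ethanol YPEG, yeast mitochondrial fusion mutants are measured by CellTiterGlo luminescence; compounds (23 nl pinned per well) restoring growth score as division inhibitors or fusion activators.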
Chronic BCR inh: inhibitors of chronic active B-cell receptor signaling. ABC-DLBCL IkBa-CBG/CBR reporter, luminescence ratio, 4 h. Potency, µM (highest dose often 46.1 µM), inactives show at the top dose ratio change, negative = lower green/red ratio, actives largely listed as inhibitors. actives 0.05% (n = 340,000); active = well fitted inhibition curve with a large enough effect in the signal ratio, with a control signal flat, not every such curve was filed as active; inconclusive = small, poorly fitted or top-dose-only effect, or effect the other way, or a change in a side signal; the % refers to the signal ratio;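 note: potency is the fitted concentration of half-maximal effect; plate controls were basal doxycycline-induced cells for no effect and cells given 10 µM MG132 for full effect; MG132 reads +100%, hits lower the ratio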
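TMD8 ABC-DLBCL cells carrying doxycycline-inducible green luciferase fused to IkappaBalpha plus unfused red luciferase were exposed to compounds (up to 46 uM) for 4 hrs at 37C. Activity came from the overlap-corrected green/red luminescence ratio.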
Eya2 phos inh: Eya2 (human) phosphatase inhibition | O00167 | recombinant Eya2, OMFP fluorescence dephosphorylation (OMFP is methylfluorescein phosphate) | Potency, µM (titrated, usually from 76.9 µM), for the others: top-dose activity, negative = inhibition, hits mostly inhibitors | actives 0.006% (n = 330,000); note: potency is the fitted concentration of half-maximal effect; % is set by controls: 0 for no effect and ±100 for the full control effect
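Eya2 (0.2 uM) preincubated 10 min at ambient with compound, then OMFP substrate added at 50 uM; 10 min reaction in 50 mM HEPES pH 7.5, 50 mM NaCl, 5 uM MgCl2, 0.05% BSA, 1 mM DTT. Fluorescence read at Ex 485/Em 525 nm.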
GALK inhibitor: inhibitors of human galactokinase; Purified GALK, Kinase-Glo residual ATP luminescence; Potency, µM (top dose mostly 57.5 µM), inactives show at the top dose activity change, negative = inhibition, usual class: inhibitors; actives 0.007% (n = 270,000); AID 1868; P51570; note: potency is the fitted concentration of half-maximal effect; % is set by controls: 0 for no effect and ±100 for the full control effect
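Kinase-Glo Plus luminescence measured ATP left after a 1 h room-temperature reaction. The reaction used 5 nM GALK, 100 uM galactose and 35 uM ATP at pH 8.0 (20 mM HEPES, 5 mM MgCl2, 60 mM NaCl, 1 mM DTT, 0.01% BSA).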
KCNH2 WT inh: blocks the wildtype human KCNH2 potassium channel. U2OS, BacMam KCNH2, thallium flux FluxOr; hits give low values. activity change, % at 1.84 µM. actives 0.37% (n = 340,000);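 active = maximum activity change below -70%; inconclusive = maximum activity change between -70% and -50%; inactive = maximum activity change above -50%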; note: % is set by controls: 0 for no effect and ±100 for the full control effect
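U2OS cells were transduced with wild-type KCNH2 virus (2.03 x 10^8 / mL) for 4 h at room temperature, then cultured overnight at 37 C. Thallium flux was read with FluxOr dye. Rate constants were normalized to DMSO controls.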
PKM2 activator: PKM2 (human) enzyme activation | P14618 | purified PKM2, Kinase-Glo ATP luminescence, activation; response scale: 0% is enzyme alone, no compound | Potency, µM (titrated, usually from 57.5 µM), inactives show top-dose activation, most hits filed as activators | actives 0.34% (n = 260,000) | AID 1631; note: potency is the fitted concentration of half-maximal effect; % is set by controls: 0 for no effect and ±100 for the full control effect; nearly all actives have a fitted effect of over 55% in size
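Purified hPK-M2 (>95%) run at intermediate activity with 0.1 mM ADP and 0.5 mM PEP in 50 mM imidazole pH 7.2, KCl, MgCl2; 1 h room temperature. ATP formed read by Kinase-Glo luminescence; normalized to uninhibited and no-enzyme controls.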
TSHR antagonist: blocks TSH signaling through the human TSH receptor; TSHR-expressing cells, TSH-stimulated cAMP HTRF, 2 h; hits give low values; activity change, negative = inhibition, % at 11.5 µM; actives 0.2% (n = 330,000); AID 504810;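 active = activity change below a set negative limit, meaning inhibition stronger than a set level, cut at about -70% in these data; inconclusive = activity change between two set negative limits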; note: % is set by controls: 0 for no effect and ±100 for the full control effect
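Cell-based HTRF cAMP assay; TSHR cells + compound, TSH EC80 (4nM final), 2 h, 37 deg C. Lysis with anti-cAMP cryptate and cAMP-d2, 30 min RT, read 665/620 nm.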
Menin-MLL TR inh: inhibitors of human menin-MLL interaction, mutant MLL peptide. AID 1768. O00255. actives 0.23% (n = 270,000). Menin + Texas Red MLL mutant peptide, fluorescence polarization. Potency, µM (doses to about 61.6 µM), inactives show top-dose FP activity change, negative = inhibition, hits mostly inhibitors; active = well fitted inhibition curve with a large enough effect in the polarisation, with a control signal flat, not every such curve was filed as active; inconclusive = small, poorly fitted or top-dose-only effect, or effect the other way, or a change in a side signal; inactive = no such curve, though single readings can be large or run the other way; the % refers to the polarisation; note: potency is the fitted concentration of half-maximal effect; % of control where 0% means no effect; many of its hits are not listed in these tables
MBNL1-CUG inh: inhibitors of human MBNL1 binding to CUG repeat RNA | TR-FRET MBNL1-His/biotin-(CUG)12 binding, 665/545 ratio | Potency, µM (titrated, usually from 57.5 µM), without a hit: top-dose activity change, negative = inhibition, hits mostly inhibitors | actives 0.036% (n = 280,000); active = well fitted inhibition curve with a large enough effect in the signal ratio, with a control signal flat, not every such curve was filed as active; inconclusive = small, poorly fitted or top-dose-only effect, or effect the other way, or a change in a side signal; inactive = no such curve, though single readings can be large or run the other way; the % refers to the signal ratio; note: potency is the fitted concentration of half-maximal effect; % is set by controls: 0 for no effect and ±100 for the full control effect
Target sequence (Q9NR56 whole entry, looked up): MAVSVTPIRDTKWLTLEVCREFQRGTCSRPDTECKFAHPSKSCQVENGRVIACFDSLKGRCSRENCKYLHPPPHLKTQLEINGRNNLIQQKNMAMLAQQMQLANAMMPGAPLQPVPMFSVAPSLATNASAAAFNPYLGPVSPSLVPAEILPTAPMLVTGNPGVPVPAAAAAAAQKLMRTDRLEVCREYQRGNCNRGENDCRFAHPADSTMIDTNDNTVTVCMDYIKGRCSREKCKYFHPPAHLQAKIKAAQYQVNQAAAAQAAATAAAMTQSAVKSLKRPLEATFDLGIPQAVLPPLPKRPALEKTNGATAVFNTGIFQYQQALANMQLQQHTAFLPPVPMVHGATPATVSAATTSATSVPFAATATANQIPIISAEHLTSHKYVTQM
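MBNL1-His + Biotin-(CUG)12, cpd titration 92 nM–58 uM; Tb anti-His Ab 0.055 ng/ul, SA-XL665 5 nM (final); 60 min RT; ratiometric 665/545 nm, Ex 340 nm; normalized to buffer and full-complex controls.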
* marks the source's active call; other numbers are inactive results; ? = inconclusive; nt = no result given; [ ] = dose if it differs, or a comment. Unless noted, calls come from the whole dose curve; as a rule, active = well fitted curve in the direction sought with a large enough effect; inconclusive = small, poorly fitted or top-dose-only effect, or another doubt; inactive = no such curve, though single readings can be large; an effect the other way counts as inactive or inconclusive.

item	SMILES	USP2a block	ASM inhibitor	Mito fusion yeast	Chronic BCR inh	Eya2 phos inh	GALK inhibitor	KCNH2 WT inh	PKM2 activator	TSHR antagonist	Menin-MLL TR inh	MBNL1-CUG inh
1	COC(=O)CN(c1nc(C)cc(OC)n1)S(=O)(=O)c1ccccc1	5%	0%	9%	?	14%	0%	8	0%	-5	-6%	-3%
2	COc1ccc(C(=O)N2CCc3c([nH]c4ccccc34)C2C(F)(F)F)cc1 (stereo not drawn)	-2%	-15%	-6%	-18%	-34%	-4%	-14	1%	11	nt	1%
3	COC(=O)c1sc2nc(C)cc(-c3ccccc3)c2c1N	5%	52%[activator]	22%	-9%	1%	-1%	0	-16%	-9	-10%	11%
4	CCOP(=O)(c1c(F)c(F)c(F)c(F)c1F)C1(O)CCCCC1 (stereo not drawn)	0%	1%	-3%	?	17%	-3%	-6	2%	12	7%	-5%
5	COc1cc(/C=N\NC(=O)C2CC3C=CC2C3)ccc1O (stereo not drawn)	2%	45%	-7%	-3%	3%	4%	18	-10%	-7	3%	13%
6	Cc1cc(S(=O)(=O)N(Cc2ccccc2)Cc2ccc(N(C)C)cc2)ccc1-n1cnnn1	-1%	-5%	19%	?	1%	0%	-3	14%	-5	-23%	3%
7	O=C(OCC(=O)N1CCCC1)c1ccc(S(=O)(=O)Nc2ccccc2)cc1	2%	-2%	4%	0%	-2%	15%	-2	3%	-9	3%	-4%
8	CC(=O)c1cccc(NC(=O)CSc2ccc(-c3ccco3)nn2)c1	-2%	-1%	11%	-3%	2%	-5%	0	9%	-20	nt	20%
9	CC(Oc1ccc(Cl)cc1Cl)C(=O)Nc1ccc(OCC(=O)O)cc1 (stereo not drawn)	1%	7%	1%	-14%	-5%	-2%	-9	4%	-4	5%	-5%
10	COc1ccc(OC[C@@H](O)CNC(=O)c2cccc3c2C(=O)c2ccc(-c4ccc(F)cc4OCc4ccccc4)cc2S3(=O)=O)cc1	-9%	-7%	nt	?	4%	nt	22	nt	4	nt	nt
11	CCOC(=O)Nc1ccccc1C(=O)N1CCOCC1	-1%	5%	-1%	2%	15%	2%	-2	5%	4	10%	5%
12	COc1ccc2oc(C(=O)N(C)CCOc3ccc(Cl)cc3)c(C)c2c1	-3%	-17%	-2%	2%	-7%	-5%	-12	-3%	-9	-9%	2%
13	S=C(Nc1ccccc1)Nn1cnnc1	2%	6%	-16%	-5%	-1%	0%	6	-18%	-5	-9%	nt
14	Cc1noc(C)c1COc1ccc(C(=O)N2CCN(c3cccc(Cl)c3)CC2)cc1	-6%	-7%	-12%	3%	8%	nt	9	nt	3	nt	nt
15	Cc1ccc(S(=O)(=O)CCc2nc3ccccc3[nH]2)cc1	0%	2%	-10%	?	-5%	5%	-19	-1%	-4	3%	2%
16	Cc1cc(C)cc(N(CC(=O)N2CCC(C)CC2)S(C)(=O)=O)c1	1%	1%	-5%	?	-14%	1%	11	1%	4	4%	-1%
17	c1ccc(-c2csc(N3CCc4ccccc4C3)n2)cc1	0%	-2%	-10%	?	10%	0%	-9	-2%	-8	?	14%
18	Cc1c(C(=O)n2cnc3ccccc32)cccc1[N+](=O)[O-]	2%	1%	0%	0%	-16%	-2%	15	nt	0	8%	8%
19	CCOCCCN(Cc1ccco1)C(=O)c1cc2c(=O)[nH]c3ccc(C)cc3c2s1	1%	24%	12%	-8%	6%	1%	7	0%	-8	?	34%[activator]
20	CC1CCN(c2ccc(NC(=O)Cc3ccccc3)cc2)CC1	2%	1%	-2%	2%	5%	3%	-8	-1%	4	6%	-3%
21	Cc1nn(CC(O)CN2c3ccccc3Sc3ccccc32)c(C)c1Br (stereo not drawn)	-9%	-10%	-8%	?	-15%	3%	2	6%	2	0%	-7%
22	COc1ccc(N(CC(=O)NC(C)(C)C)C(=O)c2ccco2)cc1	0%	2%	2%	-1%	-6%	0%	2	-1%	8	-16%	-4%
23	CCCCOc1c(Cl)cc(C(=O)N(C)CC(=O)Nc2ccc(N3CCOCC3)cc2)cc1OCC	3%	3%	-2%	8%	-3%	-1%	7	-10%	-7	nt	-2%
24	CCN(CC(=O)Nc1ccc(NC(C)=O)cc1)C(=O)c1ccc(N2CCCC2)c([N+](=O)[O-])c1	0%	-8%	3%	-1%	-24%	nt	7	nt	7	nt	nt
25	O=C(Nc1ccc(F)cc1F)N1CCN(C(=O)c2ccco2)CC1	1%	1%	-3%	-1%	9%	-5%	-10	5%	-4	8%	0%
26	CCOc1cccc(/C=N/NC(=S)Nc2ccccc2[N+](=O)[O-])c1O	2%	-1%	-1%	?	15%	-2%	-4	4%	-15	?	12%
27	COc1cc(N)ccc1-c1cc2ccccc2oc1=O	0%	1%	3%	2%	-10%	6%	-8	-1%[11.5 µM]	15	14%	?
28	CC(C)NC(=O)N1CCOCCOCCN(C(=O)NC(C)C)CCOCCOCC1	1%	-1%	-5%	?	-8%	-3%	19	?	2	-2%	-6%
29	O=C(NCCc1ccco1)C(=O)NCC1OCCCN1S(=O)(=O)c1ccc(Cl)cc1 (stereo not drawn)	-1%	3%	0%	1%	3%	-2%	4	-3%	-10	nt	2%
30	NS(=O)(=O)c1ccc(NC(=O)CSc2nc3ccccc3[nH]2)cc1	-5%	0%	?	-1%	4%	-3%	-2	?	4	11%	-5%
31	Cc1ccc(Cl)c(OC(=O)Cn2cnc3c2c(=O)n(C)c(=O)n3C)c1	0%	-1%	-3%	1%	-9%	-3%	-4	2%	-14	-3%	-3%
32	Cc1ccc(-n2nc(C(=O)NN)c(C)c(C#N)c2=O)cc1Cl	3%	-2%	9%	0%	-17%	nt	-1	nt	12	?	?
33	O=C1CCC(C(=O)N2CCCC2)CN1CCc1cccc(F)c1 (stereo not drawn)	0%	3%	2%	-10%	2%	-1%	19	-11%[0.46 µM]	-12	2%	1%
34	COc1ccc(-n2c3c(cc(C(=O)N4CCCCC4)c2=O)C(=O)CC(C)(C)C3)cc1	1%	4%	-4%	3%	13%	2%	-6	-3%	6	13%	6%
35	COC(=O)c1ccccc1NC(=S)NC(=O)C1CCCCC1	-1%	2%	-7%	1%	-5%	0%	-2	3%	7	5%	3%
36	O=C(Oc1ccccc1C(=S)N1CCCCC1)c1cc([N+](=O)[O-])cc([N+](=O)[O-])c1	-2%	0%	3%	-1%	-3%	0%	7	-6%	-23	11%	?
37	CCOC(=O)/C=C/C(=O)OCC(=O)NCc1ccccc1	-6%	-4%	-2%	?	1%	0%	nt	3%	18	-14%	-4%
38	Cc1ccc(C(=O)Nc2c3c(nn2C(C)(C)C)CS(=O)(=O)C3)cc1[N+](=O)[O-]	4%	-1%	11%	-9%	-1%	13%	-1	-4%	15	8%	?
39	Cc1ccc(S(=O)(=O)Nc2ccc(NC(=O)c3c(F)c(F)c(F)c(F)c3F)cc2)cc1	2%	-19%	-2%	?	-5%	-2%	-16	-20%	-12	2%	-10%
40	CCC(C)Cn1c(C)nc2ccccc21 (stereo not drawn)	3%	3%	-3%	?	16%	1%	4	-4%	2	-10%	3%
41	CN1CCC(N(C)C(=O)c2ccc(Cl)c(S(=O)(=O)Nc3cc(Cl)ccc3Cl)c2)CC1	1%	1%	0%	?	22%	nt	-5	nt	-9	nt	nt
42	O=[N+]([O-])c1ccc(N2CCN(c3ccccc3O)CC2)c(Cl)c1	-3%	-17%	19%	-1%	-4%	-1%	15	4%	-15	-9%	nt

Assay outcomes as filed in PubChem BioAssay.

Only part of the results is shown (hit frequency here may not be typical).
